Screening results as filed in PubChem.
SARS 3CLpro inh – SARS-CoV 3CLpro protease inhibition. P0C6X7. inhibition, % at 6 µM. recombinant SARS-CoV 3CLpro, quenched FRET peptide cleavage. 0.14% of 290,000 active; in the data active = inhibition above about 12%
Anthrax LF prot – inhibitors of Bacillus anthracis lethal factor protease; multiplex microsphere protease cleavage assay, LF; AID 588501; 0.12% of 360,000 active; P15917; inhibition, % at 10 µM; also: plate controls were buffer without enzyme for full effect and enzyme alone for no effect
Target sequence (P15917 whole entry, looked up): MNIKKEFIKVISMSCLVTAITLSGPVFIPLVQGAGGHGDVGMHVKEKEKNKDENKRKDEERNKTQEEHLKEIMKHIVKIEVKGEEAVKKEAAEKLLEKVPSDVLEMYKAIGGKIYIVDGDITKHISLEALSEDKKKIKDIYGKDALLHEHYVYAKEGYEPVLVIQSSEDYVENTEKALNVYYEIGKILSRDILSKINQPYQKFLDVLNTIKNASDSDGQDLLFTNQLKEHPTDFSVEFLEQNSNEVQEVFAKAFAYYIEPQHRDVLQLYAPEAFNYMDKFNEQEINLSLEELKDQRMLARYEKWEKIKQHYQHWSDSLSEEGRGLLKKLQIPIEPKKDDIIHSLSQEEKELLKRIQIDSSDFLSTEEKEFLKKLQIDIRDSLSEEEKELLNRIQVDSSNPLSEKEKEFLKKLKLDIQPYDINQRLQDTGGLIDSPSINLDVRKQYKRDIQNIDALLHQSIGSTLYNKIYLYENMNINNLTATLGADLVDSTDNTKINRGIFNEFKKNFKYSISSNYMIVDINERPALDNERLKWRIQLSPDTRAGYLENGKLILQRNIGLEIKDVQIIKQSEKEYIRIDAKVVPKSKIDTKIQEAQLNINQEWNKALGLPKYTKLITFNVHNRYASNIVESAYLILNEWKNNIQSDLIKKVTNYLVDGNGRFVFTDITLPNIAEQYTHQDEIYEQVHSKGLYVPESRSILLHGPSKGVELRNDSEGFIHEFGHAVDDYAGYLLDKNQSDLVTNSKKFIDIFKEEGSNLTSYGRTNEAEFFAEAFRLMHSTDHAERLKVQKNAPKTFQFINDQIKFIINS
PrPC surface inh – inhibitors of human cell surface prion protein PrPC | inhibition, % at 13.8 µM | AID 720596 | TR-FRET read-out | 0.43% of 370,000 active | P04156; in the data active = inhibition above about 24%; also: 0% = median of the test wells and 100% = reference compound wells
PfHsp40 yeast – compounds rescuing yeast from Plasmodium falciparum HSP40 toxicity. S. cerevisiae expressing PfHsp40, growth rescue, ATP luminescence. growth rescue, % at 12.5 µM. 0.68% of 340,000 active. AID 504582; in the data active = growth rescue above about 28%, passing the limit was not always enough; inconclusive = no clear call, values can overlap the other calls;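 also: yeast W303a lacking pdr1 and pdr3 grown in galactose medium; growth measured after three days at 30 °C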
PriA SSB inh – blocks PriA binding to SSB C-terminal tail. AlphaScreen SSBct-PriA binding, biotinylated peptide. inhibition, % at 33 µM. 0.6% of 430,000 active. AID 1272365; in the data active = inhibition mostly above about 37%, no sharp cut-off; inactive = mostly below about 20%;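 also: plate controls were negative control peptide for no effect and reference peptide for full effect; strong numbers were not always called active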
Yp Topo-I inh – blocks Yersinia pestis topoisomerase I activity; Y. pestis Topo-I cleavage product accumulation, plate reader; activity, % at 10 µM; 0.064% of 360,000 active; AID 504884; in the data active = activity above about 50%, passing the limit was not always enough; inconclusive = no clear call, values can overlap the other calls; also: inactives centre near 2
TcdB GH inh – inhibitors of Clostridioides difficile toxin B glycohydrolase; P18177; TcdB glycohydrolase enzymatic assay, plate reader; inhibition, % at 9.99 µM; 0.24% of 350,000 active; in the data active = inhibition above about 10%
BoNT-A LC inh2 – blocks Botulinum neurotoxin A light chain protease | AID 588499 | 0.17% of 360,000 active | inhibition, % at 10 µM | multiplex microsphere protease substrate cleavage, flow cytometry; also: plate controls were buffer without enzyme for full effect and enzyme alone for no effect
BH1578 lux ind – quorum light induction in luxS cqsA deficient V. cholerae | V. cholerae BH1578 lux reporter, luminescence, 6 h | activation, % at 18.7 µM | 0.16% of 350,000 active; in the data active = activation mostly above about 9.7%, no sharp cut-off; inconclusive = no clear call, values can overlap the other calls; inactive = mostly below about 3.7%; also: not every result past the cut was called active; inactives centre near 0; reference of the scale not given here
Starred values were filed as active, the others as inactive; i = inactive; u = inconclusive; x = not tested or not shown; & = joins results of further samples. Rule as the data show it, unless noted: active = inhibition above about 30%; inconclusive = no clear call, values can overlap the other calls; inactive = below that. Not all compounds are listed, so the mix of outcomes need not match the whole.

SMILES	SARS 3CLpro inh	Anthrax LF prot	PrPC surface inh	PfHsp40 yeast	PriA SSB inh	Yp Topo-I inh	TcdB GH inh	BoNT-A LC inh2	BH1578 lux ind
CCSc1nnc(Cc2cc(=O)[nH]c(=O)[nH]2)n1-c1cccc(C)c1	x	7	-4	-1.6	-11	0	2.1	-0.9	-0.2
CC(CNC(=O)CC[C@H]1O[C@@H](n2cnc3c(NC(=O)c4ccccc4)ncnc32)[C@H](O)[C@@H]1O)c1ccccc1 (stereo partly specified)	x	-10	10	x	x	x	-3.9	-1.0	x
O=C(Cc1c[nH]c2ccccc12)N1CCN(c2ccccc2)CC1	3	-4	1	-0.1	11	5	1.5	-0.9	i
COc1ccc(N2CC(C(=O)NCCCN3CCOCC3)CC2=O)cc1 (stereo unspecified)	-6	1	4	-0.7	4	-7	x	0.5	6.2
Cc1ccccc1-c1coc2cc(O)ccc2c1=O	1	2	-4	2.2	1	0	x	1.7	i
CC(C)CC[n+]1ccn(-c2nc3ccccc3nc2[N-]S(=O)(=O)c2ccc(Cl)cc2)c1	3	-3	-3	-0.2	-9	3	-0.1	-0.8	i
COc1ccccc1N1C(=O)C=C(Sc2nc(C)cc(C)n2)C1=O	4	x	-3	x	-5	-6	1.6	x	-0.6
Clc1ccccc1CN1CCN(c2ccccc2)CC1	-6	2	7	0.6	-12	14	0.8	1.1	i
O=C(c1cccc(S(=O)(=O)Nc2ccc(F)cc2)c1)N1CCC1	x	-13	-5	-1.6	2	-1	1.2	-0.8	-0.5
CC(C)(C)c1ccc(/C=N/NC(=S)NCc2ccccc2)cc1	5	0	4	-1.3	x	-8	-0.5	0.1	-0.2
COc1cc(/C=C2\CCCc3c2nc2ccccc2c3C(=O)O)cc(Cl)c1O	6	-2	-7	0.6	-5	-10	-16	-0.3	i
Cc1cc(C)c2cc(CN(Cc3ccco3)C(=S)NCC3CCCO3)c(=O)[nH]c2c1 (stereo unspecified)	5	-3	3	1.9	-7	29	-0.7	-0.8	i
Cc1ccc(CN(Cc2cccnc2)C(=S)Nc2cc(Cl)ccc2C)cc1	7	0	6	u	-8	12	2.0	-0.9	2.9
Cc1cc(NC(=O)Nc2cccc(C(F)(F)F)c2)no1	4	-1	5	-0.8	-9	5	x	-1.3	-0.4
Nc1ccc(Sc2ccccc2)nc1	x	-2	-1	-0.6	9	-1	1.3	0.4	-0.3
O=[N+]([O-])c1cccc(Cl)c1N1CCOCC1	-3	-3	-4	-1.4	0	4	x	0.4	i
COc1cccc(C(NC(C)=O)c2nc(-c3cccc4cccnc34)cs2)c1 (stereo unspecified)	x	-8	-12	x	x	13	-1.1	0.2	-0.3
COC(=O)c1ccccc1COc1cccn2c(N(C)Cc3cccs3)c(C)nc12	x	-8	0	x	x	24	0.3	-0.1	6.4
COc1cc(Br)cc(/C=C/c2ccc3cccc(O)c3n2)c1OC	-6	4	-10	0.6	1	-1	0.5	-0.7	0.8
COC(=O)c1cc2ccccc2c(-c2c(OC)c(C(=O)OC)cc3ccccc23)c1OC	3	-2	-6	17	-10	-15	x	0.2	x
CN(C)CCCNc1nc(N)c([N+](=O)[O-])c(NCc2ccccc2)n1	5	10	-8	-0.6	-3	2	-0.3	-1.8	-0.8
O=C(COC(=O)CNS(=O)(=O)c1ccc(F)c(F)c1F)NCCc1ccccc1	1	2	1	2.5	-14	-2	0.4	3.1	-0.6
Cc1ccc(-n2nc3c(c2NC(=O)C2CCCC2)CS(=O)(=O)C3)cc1	1	-4	3	-0.6	10	-10	0.6	0.4	-0.2
Cc1ccc(-c2csc(NC(=O)CSc3nc4ccccc4[nH]3)n2)cc1	-5	-1	5	-1.9	-18	-3	x	-0.6	-0.3
COc1cc(-c2nnc(COC(=O)c3ccc([N+](=O)[O-])o3)o2)cc(OC)c1OC	x	-3	-23	x	x	-9	0.5	-0.1	-0.9
COC(=O)CCC(=O)c1oc2ccc(Cl)cc2c1NC(=O)CCCN1C(=O)c2ccccc2C1=O	1	0	-4	0.2	-9	-5	x	0.8	i
COc1ccccc1N(CC(=O)N1CCN(Cc2ccccc2)CC1)S(=O)(=O)c1ccccc1	x	-3	0	x	x	18	0.5	-0.1	-0.3
COc1ccc(CN2C(=O)/C(=C/c3ccncc3)SC2=S)cc1	1	-2	4	0.5	-21	14	x	2.6	0.7
COc1ccccc1NC(=O)CSc1nnc(NC(=O)C2CCC2)s1	3	-3	11	0.1	-3	7	1.6	-1.3	-0.1
COc1cccc(OCCn2ccnc2)c1	-4	-3	10	0.2	-2	6	-3.4	0.3	i
Cc1ccc(S(=O)(=O)N2CCN(CC(=O)N/N=C/c3ccco3)CC2)cc1	2	-2	-3	-2.4	x	-3	x	0.3	-0.3
CC12CCCCC1N(O)CN2O (stereo unspecified)	-10	-2	-8	-0.4	-12	-9	x	0.1	-3.2
CN(C)S(=O)(=O)c1ccc(Cl)c(NC(=O)COC(=O)c2cc(-c3ccccc3)nc3ccccc23)c1	0	1	7	-1.0	-10	-5	-0.3	1.3	i
CCCc1cc(-c2n[nH]c(=S)n2CC)cs1	8	-6	-9	-0.5	-5	14	2.5	0.7	-0.4
CCN1CCCC1CNC(=O)c1ccc2c(c1)NC(=O)/C(=C\c1ccccc1Cl)S2 (stereo unspecified)	x	-3	-8	x	x	-11	0.2	0.3	-0.5
COc1ccc2c(C)cc(N3CCN(Cc4ccccc4)CC3)nc2c1	0	0	1	0.9	-4	29	1.3	1.0	i
Cc1cc2cc3c(cc2nc1SCC(=O)N1CCCC1)OCCO3	4	-2	-4	-0.3	-2	15	2.3	1.8	1.2
O=C(O)CCC(=O)N1CCc2cc(S(=O)(=O)NCc3ccc(Cl)cc3)ccc21	-2	-3	1	-0.4	-4	0	1.4	2.2	i
O=C1CCCc2nc(N3CCN(Cc4ccccc4)CC3)ncc21	-1	2	5	1.3	0	10	x	u	i
COc1ccc(-c2csc(NC(=O)CSc3nnnn3C)n2)cc1OC	x	-3	-6	0.1	-5	7	1.3	-7.9	3.5
Cc1noc(C)c1COc1ccc(C(=O)OCC(=O)Nc2ccc(S(N)(=O)=O)cc2)cc1	x	-8	-3	8.8	-7	-1	0.5	-0.8	i
CSc1ccccc1OCc1cc(C(=O)N2CCN(C3CCCC3)C(=O)C2)no1	-1	3	-6	0.6	-3	20	2.8	0.7	0.5
Cc1ccc(C2(c3ccccc3)NC(=O)N(CC(=O)N3CC(=O)Nc4ccccc43)C2=O)cc1C (stereo unspecified)	x	4	-7	3.1	2	9	0.5	-2.0	i
O=C(O)CNC(=O)/C=C/c1c(Cl)cccc1Cl	-1	0	5	0.0	-8	-19	-1.8	-0.6	-1.5
O=c1[nH]c(=S)n(-c2ccccc2)c(O)c1/C=N/N1CCCCC1c1cccnc1 (stereo unspecified)	-4	6	11	-0.7	x	3	-1.2	0.7	4.0
CCC(Cc1ccccc1)NC(=O)CN1C(=O)CSc2ncccc21 (stereo unspecified)	-3	-16	12	0.0	1	0	0.3	-0.5	-0.2
COc1cc(/C=C/C(=O)O)cc(S(=O)(=O)NCCCO)c1OC	2	-1	3	-0.1	1	-1	x	0.1	8.3
CN1c2ccsc2/C(=N/NC(=O)c2c(F)cccc2F)CS1(=O)=O	-3	-4	-8	-0.1	x	3	x	0.0	i
O=C(O)CC1(CC(=O)Nc2ccc(Cl)cc2C(=O)c2ccccc2)CCCC1	-3	5	11	1.2	-6	8	-1.5	-0.1	i
COC(=O)c1cc(S(=O)(=O)N2CCN(c3ccccc3F)CC2)c[nH]1	1	0	7	0.9	-4	5	0.5	-1.1	i

Part of the list above, with each value named.
Cc1noc(C)c1COc1ccc(C(=O)OCC(=O)Nc2ccc(S(N)(=O)=O)cc2)cc1
  SARS 3CLpro inh = x	Anthrax LF prot = -8	PrPC surface inh = -3	PfHsp40 yeast = 8.8	PriA SSB inh = -7	Yp Topo-I inh = -1	TcdB GH inh = 0.5	BoNT-A LC inh2 = -0.8	BH1578 lux ind = i

COc1cc(/C=C/C(=O)O)cc(S(=O)(=O)NCCCO)c1OC
  SARS 3CLpro inh = 2	Anthrax LF prot = -1	PrPC surface inh = 3	PfHsp40 yeast = -0.1	PriA SSB inh = 1	Yp Topo-I inh = -1	TcdB GH inh = x	BoNT-A LC inh2 = 0.1	BH1578 lux ind = 8.3

Continued:
SMILES	SARS 3CLpro inh	Anthrax LF prot	PrPC surface inh	PfHsp40 yeast	PriA SSB inh	Yp Topo-I inh	TcdB GH inh	BoNT-A LC inh2	BH1578 lux ind
O=C(NCc1ccccn1)c1ccc(OC2CCN(Cc3ccccc3)CC2)cc1	1	3	-4	-0.3	-10	16	-7.9	0.3	0.2
CCOc1ccc(CCNC(=O)c2sc3nc4n(c(=O)c3c2C)CCC4)cc1	0	5	3	0.6	-4	13	2.0	-0.3	i
NC1=NC[C@H](CC2CCCCC2)N1CCc1cc(C(F)(F)F)cc(C(F)(F)F)c1	x	-8	2	-1.9	16	11	2.0	0.1	i
Cc1ccc(NC(=O)CCSc2nnc(Cc3ccccc3)o2)cc1	0	-3	1	0.9	-18	5	2.4	-1.3	-0.5
O=C(C1CCN(S(=O)(=O)c2cccs2)CC1)N1CCN(c2ccccc2)CC1	5	-3	2	-0.4	-8	2	x	-0.7	i
Cc1ccc(NC(=O)CS(=O)CC(=O)NCCCN(C)c2ccccc2)cc1 (stereo unspecified)	4	-1	-5	0.0	-19	-3	x	-1.2	i
O=C(c1ccco1)N1CCN(S(=O)(=O)c2ccc3c(c2)CCN3C(=O)C2CC2)CC1	1	1	11	-0.7	-9	2	x	0.5	0.1
CCC1CCCCN1C(=O)CCS(=O)(=O)c1ccccc1 (stereo unspecified)	-5	2	-1	-1.0	16	-2	1.2	1.6	i
O=C(COc1ccc(Br)cc1Cl)NC(=S)Nc1ccccn1	2	1	16	-0.3	-12	8	-3.6	-4.5	-0.3
CCOc1ccc(S(=O)(=O)N2CCCC(C(=O)N3CCOCC3)C2)cc1C (stereo unspecified)	-2	-1	-1	-0.6	-18	-4	-0.2	-0.3	i
COc1ccccc1CNc1ccc(N2CCOCC2)c(C(=O)O)c1	-2	u	5	-1.4	-3	5	x	4.5	x
CN(C(=S)NC(=O)c1ccccc1Br)C1CCCCC1	-1	-5	x	-0.5	1	-8	0.4	-1.3	i
COC(=O)CN(n1cnnc1)S(=O)(=O)c1ccc(C)cc1	-2	1	-1	0.0	-7	2	x	0.1	0.6
Cc1csc(NC(=O)c2cc3c(C)nn(Cc4ccccc4Cl)c3s2)n1	6	0	33*	-1.1	-16	1	x	0.8	-3.8
O=S(=O)(/N=C(/Sc1ccccc1)c1ccccc1)c1ccccc1	-5	-17	-3	1.4	x	9	x	-1.6	-0.3
COc1ccc(CCNC(=O)C2CCCN(c3ncccn3)C2)cc1 (stereo unspecified)	-2	2	-2	0.7	-19	5	-0.3	-0.5	i
CN(Cc1ccccc1)C(=O)c1ccccc1NC(=O)c1ccco1	-9	0	-8	-1.8	-1	6	x	-0.5	3.8
CSc1nc2ccsc2c(=O)n1-c1ccccn1	0	6	9	0.7	7	5	0.4	-0.4	1.3
Cc1nn2c(nc1=O)SCC(c1ccccc1)=N2	-9	-3	-5	0.3	6&-1	-2	x	-0.6	-0.2
Cc1cc(=O)oc(C)c1C(=O)OC(C(=O)c1ccccc1)c1ccccc1 (stereo unspecified)	3	0	-6	-1.2	-9	27	0.8	-0.5	-0.2
Cc1cc(Oc2ccc(=O)[nH]n2)nc(Cl)n1	0	0	-2	-0.8	-1	4	1.4	-0.4	i
Nc1cc(N2CCOCC2)c(Cl)cc1[N+](=O)[O-]	-1	-4	-21	-0.9	9	4	0.2	-0.5	i
CSCCC(C(=O)Nc1c(C)cccc1C)N(Cc1ccccc1)Cc1ccccc1 (stereo unspecified)	x	-8	2	x	x	x	0.6	-0.8	x
COc1ccc(CN2C(=O)C(CC(=O)NCc3cccs3)CC(C(=O)N3CCOCC3)=C2C)cc1 (stereo unspecified)	x	1	-7	x	x	5	0.0	0.3	-0.5
